# Assay outcomes from PubChem BioAssay.
# EBNA-1 inh: EBNA-1 DNA-binding inhibitors, primary screen, biochemical, fluorescence polarization; inhibition, % at 14.8 µM; 300,000 compounds, 0.34% hits; in the data active = inhibition above about 28%
# GASC-1 inh: inhibitors of GASC-1 histone demethylase, primary screen, biochemical, fluorescence, DELFIA europium | Lysine-specific demethylase 4C (Homo sapiens), Q9H3R0 | GST-JMJD2C(1-420) H3K9me3 demethylation | inhibition, % at 2.35 µM | 330,000 compounds, 0.069% hits | AID 2099, 2009;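 active = more than half of a compound's replicate wells show inhibition beyond 50%, single wells judged on their own value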;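 note: signal counts dimethyl H3K9 product captured on neutravidin plate; 0% = median of DMSO wells and 100% = 0.3 times that DMSO median; strong numbers were not always called active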
# Target sequence (Q9H3R0 1-420 limits assumed): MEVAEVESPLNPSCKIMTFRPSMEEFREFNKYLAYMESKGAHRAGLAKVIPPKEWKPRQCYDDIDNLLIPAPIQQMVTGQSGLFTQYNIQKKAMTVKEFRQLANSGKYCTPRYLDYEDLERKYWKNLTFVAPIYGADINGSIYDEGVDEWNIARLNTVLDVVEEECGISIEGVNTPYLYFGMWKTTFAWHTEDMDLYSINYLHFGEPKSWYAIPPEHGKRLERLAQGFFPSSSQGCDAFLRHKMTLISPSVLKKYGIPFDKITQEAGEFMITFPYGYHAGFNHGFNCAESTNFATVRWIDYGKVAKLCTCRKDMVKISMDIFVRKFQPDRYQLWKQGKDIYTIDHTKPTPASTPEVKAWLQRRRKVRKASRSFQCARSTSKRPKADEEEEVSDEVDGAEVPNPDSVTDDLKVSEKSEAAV
# ZTA counter: counter-screen for EBNA-1 inhibitors: inhibitors of Epstein-Barr virus ZTA; AID 2234; ZTA-DNA binding, fluorescence polarization; inhibition, % at 11 µM; P03206; 320,000 compounds, 0.15% hits; in the data active = inhibition above about 33%
# Target sequence (P03206 whole entry, looked up): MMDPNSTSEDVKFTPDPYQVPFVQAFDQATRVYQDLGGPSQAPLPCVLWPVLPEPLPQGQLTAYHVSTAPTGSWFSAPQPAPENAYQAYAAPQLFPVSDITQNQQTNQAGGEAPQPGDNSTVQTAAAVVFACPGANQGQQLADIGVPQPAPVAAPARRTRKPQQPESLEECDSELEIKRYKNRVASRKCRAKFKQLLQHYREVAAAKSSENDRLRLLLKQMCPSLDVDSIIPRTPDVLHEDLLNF
# PP5 inh: PP5 phosphatase inhibitors, primary screen, biochemical, fluorescence; Serine/threonine-protein phosphatase 5 (Homo sapiens), P53041; purified PP5c, OMFP substrate fluorescence; inhibition, % at 6.7 µM; 320,000 compounds, 0.18% hits; AID 1987, 2009;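 active = inhibition above the campaign's mean inhibition across all tested compounds plus 3 SD, cut at about 9.5% in these data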;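 note: 0% = DMSO only and 100% = 100 µM cantharidin control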
# core dimer inh: inhibitors of HCV core protein dimerization, primary screen, biochemical, TR-FRET, high-throughput. TR-FRET GST/Flag-core106 dimerization, 1536-well. inhibition, % at 5 µM. 300,000 compounds, 0.33% hits. AID 1899, 2009;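 active = inhibition above the mean of all tested compounds plus 3 SD, set per screening campaign, cut at about 45% in these data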
#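 Assay system – GST-tagged and Flag-tagged HCV core protein residues 1-106 · Quantity – core106 proteins, GST 13.5 nM and Flag 17 nM · Benchmarks – unlabelled core106 and no-GST-core106 wells · Read-out basis – percent inhibition of core106 dimerization signal · Detection – time-resolved FRET, ex 340 nm, em 617 and 671 nm · Schedule – 4 h at 22.5 °C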
# CR mimetic SO: reduction of superoxide in aged yeast, primary screen, HTS; 330,000 compounds, 0.18% hits; superoxide response (% of plate mean), % at 10 µM; S. cerevisiae aged cells, superoxide DHE fluorescence; active compounds read low;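 active = superoxide response under a set limit, about three screen SD below normal, cut at about 65% in these data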;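 note: yeast aged for seven days with compound at 30 °C before DHE staining; 100% = average MFI of all compound-treated wells on the plate with controls excluded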
# PP1 counter: PP1-alpha phosphatase inhibitors, primary screen, counter-screen for PP5 inhibitor project, biochemical, fluorescence, OMFP substrate, single point; Serine/threonine-protein phosphatase PP1-alpha catalytic subunit (Homo sapiens), P62136; purified PP1alpha; inhibition, % at 6.7 µM; 320,000 compounds, 0.9% hits;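 active = inhibition above the mean inhibition of all tested compounds plus 3 SD, computed separately for each screening campaign, cut at about 15% in these data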
# Target sequence (P62136 whole entry, looked up): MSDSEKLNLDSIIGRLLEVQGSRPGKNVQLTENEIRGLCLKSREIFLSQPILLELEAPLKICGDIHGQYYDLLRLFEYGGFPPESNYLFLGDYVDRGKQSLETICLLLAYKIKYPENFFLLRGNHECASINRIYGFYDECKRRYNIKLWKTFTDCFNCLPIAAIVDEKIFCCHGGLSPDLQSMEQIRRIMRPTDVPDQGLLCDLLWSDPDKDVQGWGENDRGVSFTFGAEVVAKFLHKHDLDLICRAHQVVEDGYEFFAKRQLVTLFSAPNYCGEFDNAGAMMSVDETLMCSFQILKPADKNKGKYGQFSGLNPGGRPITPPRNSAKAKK
# Fh CTSL1 inh: Fasciola hepatica cathepsin L1 inhibitors, primary screen, counter-screen for PFM18AAP inhibitor project, biochemical, QFRET, fluorogenic peptide substrate; 300,000 compounds, 0.49% hits; inhibition, % at 5.96 µM; recombinant F. hepatica cathepsin L1, Z-Leu-Arg-MCA fluorescence;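 active = inhibition above the mean of all tested compounds plus 3 SD, set per screening campaign, cut at about 17% in these data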;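 note: 0% = plate median of test compound wells and 100% = 1 µM Z-Phe-Ala-diazomethylketone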
# TPT1 inhibitor: Candida albicans TPT1 enzyme inhibitors, primary screen, biochemical, fluorescence polarization; inhibition, % at 5 µM; tRNA 2'-phosphotransferase TPT1 (Candida albicans SC5314); recombinant caTPT1, FP RNA substrate dephosphorylation; 300,000 compounds, 0.81% hits;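 active = inhibition above the mean of all tested compounds plus 3 SD, set per screening campaign, cut at about 24% in these data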;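 note: plate controls were DMSO alone for no effect and ferristatin control at 100 nM for full effect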
# * hit, by the source's call; x = not tested or not shown; & = joins results of further samples.
SMILES,EBNA-1 inh,GASC-1 inh,ZTA counter,PP5 inh,core dimer inh,CR mimetic SO,PP1 counter,Fh CTSL1 inh,TPT1 inhibitor
COc1cc([C@@H]2c3cc4c(cc3[C@@H](O[C@@H]3O[C@@H]5CO[C@@H](C)O[C@H]5[C@H](O)[C@H]3O)[C@H]3COC(=O)[C@H]23)OCO4)cc(OC)c1O,-4,-1,-5,0.6,-2,114,-2,-3,-2
CN(CC(=O)Nc1ccc(C#N)cc1)Cc1ccc(Cl)c(Cl)c1,-4,0,14,3.9,2,107,0,-1,1
O=C(O)c1cc(-c2cccs2)nn1-c1ccccc1,4,5,0,-1.5,2,95,28*,-2,-3
S=C(NCCc1ccccc1)N/N=C/c1cccc(Cl)c1Cl,2,-1,0,3.6,5,99,0,0,7
O=C(Nc1ccc(Br)cc1)c1ccc(N2C(=O)C3CC=C(Cl)CC3C2=O)cc1 (centres undefined),-1,-8,4,2.7,26,117,27*,0,10
O=C(CSCCc1ccccn1)Nc1ccc(Br)cn1,2,10,7,3.4,3,111,-3,-7,2
Cc1cc(C)c2c(=O)[nH]c(SCC(=O)Nc3ccc(N(C)C)cc3)nc2n1,-8,8,1,1.5,-8,88,2,0,1
CC(=O)Nc1ccc(C(=O)CSc2nnc(Cn3nnc4ccccc43)n2C)cc1,8,-8,12,-0.5,-6,90,-1,3,-5
CCOc1ccc(OCC)c(S(=O)(=O)n2ccnc2C)c1,-5,8,-24,3.6,-7,88,-2,2,-5
CCCc1cc(=O)[nH]c(SCC(=O)c2ccc3c(c2)NC(=O)CO3)n1,1,-8,3,-0.6,-3,98,-3,-2,5
COc1cccc(/C=C/C(=O)OCC(=O)Nc2cccc(S(=O)(=O)N(C)C)c2)c1,4,42,-10,1.7,3,98,1,-8,1
COC(=O)c1ccc([C@H](NC(=O)c2ccco2)[C@]2(C)C[C@H]2C2CCCCC2)cc1,0,4,-11,6.5,9,111,3,-2,-3
O=C(CCC1CCCCC1)Nc1ccccc1O,4,-4,-20,1.6,-4,97,1,-1,-3
COc1cc(C2/C(=C(\O)c3ccc4c(c3)CC(C)O4)C(=O)C(=O)N2c2nnc(C)s2)cc(OC)c1OC (centres undefined),-11,4,-17,-0.5,2,95,-5,0,-2
CC(C)Sc1nc(C(F)(F)F)cc(=O)n1-c1ccccc1,12,21,-17,2.0,-3,109,2,0,-4
Nc1ccc(O)cc1C(=O)OCC(=O)c1ccc(C2CCCCC2)cc1,-5,0,18,5.6,11,102,3,-2,4
Cc1ccccc1NC(=O)/C(C#N)=C\c1cn(CC(=O)O)c2ccccc12,-2,-1,-5,2.2,4,110,-1,-1,0
CCN(CCO)C(=O)C(c1ccccc1)c1ccccc1,-1,0,4,-0.2,3,100,-5,-1,-4
Cc1ccc(NC(=O)CCNS(=O)(=O)c2ccccc2)cc1S(=O)(=O)N1CCOCC1,-15,6,-16,-0.5,-7,123,4,-6,-3
Cc1cc(C)nc(NS(=O)(=O)c2ccc(N/C=C/C(=O)c3ccc(Cl)cc3)cc2)n1,-3,-4,-9,0.8,16,106,-4,1,3
CCOc1ccc(NC2=CC(=O)CCC2)cc1,-18,4,2,-3.5,-14,106,-2,-4,2
N#C/C(=C(O)\C=C\c1ccccc1)c1nc2ccccc2[nH]1,12,-1,-11,3.3,3,96,16*,-6,2
CC(=O)Nc1ccc(S(=O)(=O)NCCN2CCNC2=O)cc1Cl,-6,-27,6,2.4,-9,116,-5,6,6
COc1ccc(Cl)cc1N1C(=O)C2CCCN2C1c1cccc(F)c1 (centres undefined),2,1,8,-0.2,1,99,-5,1,-3
COc1cccc(OC)c1C(=O)N1CCN(Cc2ccc3c(c2)OCO3)CC1,-1,8,6,0.7,-5,99,3,0,-3

# Remaining list, next part
SMILES,EBNA-1 inh,GASC-1 inh,ZTA counter,PP5 inh,core dimer inh,CR mimetic SO,PP1 counter,Fh CTSL1 inh,TPT1 inhibitor
CCN1CCN(c2nc(-c3ccccc3)c3ccccc3n2)CC1,9,4,-19,0.5,10,101,0,1,2
Nn1c(SCC(=O)Nc2cccc(C(F)(F)F)c2)nncc1=O,3,-1,-1,1.0,3,106,1,0,-2
COC(=O)Cc1c(C)nc2nc(NCc3ccc(Cl)cc3)[nH]n2c1=O,-8,5,-10,-0.3,6,94,3,-4,-1
CC(C)C[C@H](NC(=O)C1(c2ccccc2)CCN(C(=O)OC(C)(C)C)CC1)C(=O)N1CCC[C@H]1C(=O)O,-4,-4,4,0.6,-7,86,-2,41*,-2
CCN1C(=O)[C@H]2[C@@H](c3ccc(OC)cc3)N3C(=O)CN(Cc4ccccc4)C(=O)[C@@]3(C)[C@H]2C1=O,3,-6,1,1.0,-18,112,5,1,-3
CCOC(=O)N/N=C/c1cc(OC)c(O)c(OC)c1,3,2,14,-2.1,-3,92,1,2,1
O=C(NNC(=S)Nc1ccc(F)cc1)c1ccccc1OC(F)F,7,0,17,0.7,-1,97,-1,0,-1
O=C(C[n+]1ccccc1)N/N=C/c1ccccc1C(F)(F)F,9,3,10,-1.5,0,105,-3,1,-1
CCCCN(CC)CCNC(=O)CCNC(=O)Cn1ccc2ccccc2c1=O,-3,9,3,1.3,3,90,-8,-4,1
Cc1ccc(C(=O)N/C(=C\c2ccc(-c3ccc([N+](=O)[O-])cc3)o2)C(=O)NC2CCS(=O)(=O)C2)cc1 (centres undefined),-11,-4,-8,4.7,-17,121,0,0,47*
CN1CCc2ccccc2CC1=O,3,-6,17,-1.8,0,100,-3,-1,-2
O=C(Cn1cc(C(F)(F)F)ccc1=O)NCCc1ccc(Cl)cc1Cl,-7,5,12,-6.9,7,94,-1,3,2
C=CCN(C(=O)CCC(=O)Nc1cc(C)on1)C(C(=O)NC1CCCC1)c1ccc(Cl)cc1 (centres undefined),11,-10,2,0.4,14,108,-2,-2,1
Cc1oc(-c2ccccc2Cl)nc1CSCC(=O)NC1CCCC1,-3,4,-4,-0.4,3,95,0,-3,-5
CCOC(=O)c1c(C)[nH]c(C(=O)CSc2ccc(Cl)cc2)c1C,13,3,10,2.0,5,106,-1,0,-3
COc1ccccc1NCCC(=O)OCC(=O)Nc1ccc(Cl)cn1,7,-4,0,4.4,-1,100,2,-67,-2
CCCCNc1nnc(SCC(=O)c2c(N)n(CCC)c(=O)[nH]c2=O)s1,x,-1,10,3.0,x,120,-6,x,x
CC1CN(c2ccccc2)c2nc3c(c(=O)[nH]c(=O)n3C)n2C1 (centres undefined),2,0,1,-0.4,0,116,-3,2,-4
Cc1cc2nc(C3CCCN(C(=S)Nc4ccccc4C)C3)[nH]c2cc1C (centres undefined),0,-30,-6,5.8,-5,104,-3,-3,2
COc1ccc(C)cc1S(=O)(=O)N(CC(=O)NC1CCCC1)c1ccc(F)cc1,-9,6,-6,-1.7,0,101,-5,-3,0
COc1cccc(NC2=NC3(CCCCC3)N=C(N)N2)c1,-11,-2,-12,1.6,-3,101,-6,0,-3
O=C(CCc1nnc2ccc(N3CCC4(CC3)OCCO4)nn12)NCc1ccc(F)cc1,-6,-7,10,-0.5,-7,83,1,-1,0
O=c1cc(N2CCN(Cc3ccccc3)CC2)[nH]c(=O)n1-c1cccc(C(F)(F)F)c1,8,6&9,5,1.2,0,100,-5,-3,0
C/C(=N/NC(=O)c1ccccc1O)c1ccc(N2C(=O)C3CCCCC3C2=O)cc1 (centres undefined),-3,7,4,2.5,-2,108,-3,8,-4
Cc1c(C(=O)N2CCCC2)oc2c1-c1nn(CC(=O)NCCCN3CCCCC3C)cc1CC2 (centres undefined),-1,-4,-12,1.6,-9,95,0,0,-4

# Records listed above printed as active in TPT1 inhibitor.
smiles,EBNA-1 inh,GASC-1 inh,PP5 inh,core dimer inh,TPT1 inhibitor
Cc1ccc(C(=O)N/C(=C\c2ccc(-c3ccc([N+](=O)[O-])cc3)o2)C(=O)NC2CCS(=O)(=O)C2)cc1 (centres undefined),-11,-4,4.7,-17,47*

# Following part.
SMILES,EBNA-1 inh,GASC-1 inh,ZTA counter,PP5 inh,core dimer inh,CR mimetic SO,PP1 counter,Fh CTSL1 inh,TPT1 inhibitor
CC1CCCN(C(=O)c2cc3c(-c4ccc(Cl)cc4)nn(C)c3s2)C1 (centres undefined),-6,2,-10,-2.9,9,109,-8,1,-2
O=C(CSc1nc2[nH]ncc2c(=O)[nH]1)NCc1ccc(F)cc1,0,3,3,2.3,0,101,-1,-3,-1
Cc1ccc(-n2c(SCC(=O)O)nc3c(sc(=S)n3-c3ccc(C)c(C)c3)c2=O)cc1,-6,10,-1,2.3,7,103,3,2,0
COc1cc(/C=C/C(=O)c2cccc([N+](=O)[O-])c2)cc(OC)c1OC,-12,14,-3,0.3,3,107,0,1,0
CC(C)c1ccc(C2c3[nH]c4ccccc4c3C[C@H]3C(=O)N(c4ccccc4C(=O)N4CCC[C@@H]4C(=O)O)C(=O)N23)cc1 (some centres undefined),4,4,8,0.4,20,87,2,-1,-3
CCN(CC(=O)NC(=O)NCc1ccco1)Cc1ccccc1,-5,5,4,-3.8,1,95,-4,-11,1
CCOC(=O)C1=C(c2ccccc2)NC(=O)NC1c1ccc(O)c(Cl)c1 (centres undefined),-10,2,-5,2.6,5,118,-3,0,1

# 7 compounds from above, ordered by SMILES length, low to high:
SMILES,EBNA-1 inh,GASC-1 inh,ZTA counter,PP5 inh,core dimer inh,CR mimetic SO,PP1 counter,Fh CTSL1 inh,TPT1 inhibitor
CCN(CC(=O)NC(=O)NCc1ccco1)Cc1ccccc1,-5,5,4,-3.8,1,95,-4,-11,1
O=C(CSc1nc2[nH]ncc2c(=O)[nH]1)NCc1ccc(F)cc1,0,3,3,2.3,0,101,-1,-3,-1
CCOC(=O)C1=C(c2ccccc2)NC(=O)NC1c1ccc(O)c(Cl)c1 (centres undefined),-10,2,-5,2.6,5,118,-3,0,1
COc1cc(/C=C/C(=O)c2cccc([N+](=O)[O-])c2)cc(OC)c1OC,-12,14,-3,0.3,3,107,0,1,0
O=c1cc(N2CCN(Cc3ccccc3)CC2)[nH]c(=O)n1-c1cccc(C(F)(F)F)c1,8,6&9,5,1.2,0,100,-5,-3,0
Cc1ccc(-n2c(SCC(=O)O)nc3c(sc(=S)n3-c3ccc(C)c(C)c3)c2=O)cc1,-6,10,-1,2.3,7,103,3,2,0
CC(C)c1ccc(C2c3[nH]c4ccccc4c3C[C@H]3C(=O)N(c4ccccc4C(=O)N4CCC[C@@H]4C(=O)O)C(=O)N23)cc1 (some centres undefined),4,4,8,0.4,20,87,2,-1,-3
